Anesthetic bind: binds horse apoferritin like a general anesthetic; P02791; apoferritin/1-aminoanthracene competitive binding, fluorescence; Potency, µM (series often up to 77.5 µM), for the others: top-dose activity change, negative = displacement, most hits filed as inhibitors; hit rate 0.074% among 350,000; AID 485281; further: on the % scale 0 is the no-effect control and ±100 the full control effect; nearly all actives have a fitted effect of over 20% in size
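Apoferritin-based anesthetic binding model; compound displacement of fluorescent 1-AMA measured as endpoint fluorescence after 10 minutes at room temperature, scaled to free-ligand and complex controls.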
G9a inh: inhibitors of human histone lysine methyltransferase G9a; Potency, µM (series often up to 102 µM), for inactives: top-dose activity, negative = inhibition, most hits filed as inhibitors; hit rate 8.8% among 350,000; G9a H3K9 monomethylation, AlphaScreen, 2 h; further: on the % scale 0 is the no-effect control and ±100 the full control effect; nearly all actives have a fitted effect of over 75% in size
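G9a (20 nM) was preincubated 15 min with compound, then reacted 2 h at room temperature with 500 nM biotin-H3K9 peptide and 20 µM SAM. Monomethyl-H3K9 detected by AlphaScreen using anti-H3K9me1 antibody.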
POLB inh: DNA polymerase beta (human) inhibition. Pol beta primer extension/strand displacement, fluorescence kinetic. Potency, µM (series often up to 114 µM), for the others: at the highest dose activity change, negative = inhibition, most hits filed as inhibitors. hit rate 1.3% among 340,000. P06746; further: on the % scale 0 is the no-effect control and ±100 the full control effect
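Pol beta (10 nM) was preincubated with compound for 15 min at room temperature. The reaction was then started with 50 nM substrate and read immediately and after a further 10 min at room temperature.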
Pol iota inh: inhibitors of human DNA polymerase iota | AID 588590 | Potency, µM (series often up to 115 µM), for the others: at the top dose activity, negative = inhibition, usual class: inhibitors | Q9UNA4 | Pol iota fluorescent replication assay, 10 min | hit rate 1% among 390,000
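Pol iota at 10 nM preincubated 15 min with compounds at room temperature; reaction started with fluorescent substrate, 50 nM final. Fluorescence read kinetically at 0 and 10 min; buffer-only wells as negative control.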
POLH inh: inhibitors of human DNA polymerase eta | Q9Y253 | recombinant Pol eta, fluorescent DNA replication assay | Potency, µM (series often up to 114 µM), without a hit: top-dose activity change, negative = inhibition, usual class: inhibitors | hit rate 1.2% among 390,000; further: on the % scale 0 is the no-effect control and ±100 the full control effect
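Pol eta (10 nM) was preincubated with compounds for 15 min at room temperature, after which fluorescent replication substrate (50 nM final) was added to start the reaction. Fluorescence was read kinetically at 0 and 10 min.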
BAZ2B inh: blocks human BAZ2B | Q9UIF8 | AlphaScreen BAZ2B-H3K14Ac peptide displacement | Potency, µM (titrated, usually from 114 µM), without a hit: top-dose activity change, negative = inhibition, actives largely listed as inhibitors | hit rate 4.4% among 360,000 | AID 504333; further: on the % scale 0 is the no-effect control and ±100 the full control effect; nearly all actives have a fitted effect of over 60% in size
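In this displacement format the biotinylated H3(5-23) peptide acetylated at Lys14 serves as ligand at 50 nM, with BAZ2B at 50 nM in PBS pH 7.4 containing 0.01% Tween-20. Donor and acceptor beads are 10 ug/mL final.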
Pol kappa inh: DNA polymerase kappa (human) inhibition; Q9UBT6; purified Pol kappa, fluorescent DNA synthesis assay, 10 min; Potency, µM (series often up to 107 µM), for inactives: top-dose activity, negative = inhibition, actives largely listed as inhibitors; hit rate 0.53% among 400,000; further: on the % scale 0 is the no-effect control and ±100 the full control effect
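Activity was followed as the change in fluorescence between reads at 0 and 10 min after starting the reaction with 50 nM substrate. Beforehand, 10 nM polymerase had been preincubated with compound for 15 min at room temperature.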
APEX1 inh: blocks human APE1 abasic DNA cleavage; recombinant APE1, TAMRA/BHQ-2 abasic DNA cleavage fluorescence; hit rate 0.35% among 350,000; P27695; Potency, µM (highest dose often 65.8 µM), for inactives: top-dose activity change, negative = inhibition, usual class: inhibitors;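 further: plate controls were vehicle for no effect and reference inhibitor for full effect; nearly all actives have a fitted effect of over 55% in size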
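Enzyme (0.75 nM final) and test compound are incubated 15 min at room temperature before adding 50 nM quenched THF abasic-site duplex. Cleavage dequenches TAMRA, followed at 525/598 nm over three reads one minute apart.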
BLM inh: Bloom syndrome helicase (human) inhibition | P54132 | recombinant BLM DNA unwinding, fluorescence dequenching | Potency, µM (titrated, usually from 56.1 µM), for the others: top-dose activity change, negative = inhibition, actives largely listed as inhibitors | hit rate 0.2% among 350,000;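 further: plate controls were vehicle for no effect and no enzyme for full effect; nearly all actives have a fitted effect of over 35% in size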
Target sequence (P54132 whole entry, looked up): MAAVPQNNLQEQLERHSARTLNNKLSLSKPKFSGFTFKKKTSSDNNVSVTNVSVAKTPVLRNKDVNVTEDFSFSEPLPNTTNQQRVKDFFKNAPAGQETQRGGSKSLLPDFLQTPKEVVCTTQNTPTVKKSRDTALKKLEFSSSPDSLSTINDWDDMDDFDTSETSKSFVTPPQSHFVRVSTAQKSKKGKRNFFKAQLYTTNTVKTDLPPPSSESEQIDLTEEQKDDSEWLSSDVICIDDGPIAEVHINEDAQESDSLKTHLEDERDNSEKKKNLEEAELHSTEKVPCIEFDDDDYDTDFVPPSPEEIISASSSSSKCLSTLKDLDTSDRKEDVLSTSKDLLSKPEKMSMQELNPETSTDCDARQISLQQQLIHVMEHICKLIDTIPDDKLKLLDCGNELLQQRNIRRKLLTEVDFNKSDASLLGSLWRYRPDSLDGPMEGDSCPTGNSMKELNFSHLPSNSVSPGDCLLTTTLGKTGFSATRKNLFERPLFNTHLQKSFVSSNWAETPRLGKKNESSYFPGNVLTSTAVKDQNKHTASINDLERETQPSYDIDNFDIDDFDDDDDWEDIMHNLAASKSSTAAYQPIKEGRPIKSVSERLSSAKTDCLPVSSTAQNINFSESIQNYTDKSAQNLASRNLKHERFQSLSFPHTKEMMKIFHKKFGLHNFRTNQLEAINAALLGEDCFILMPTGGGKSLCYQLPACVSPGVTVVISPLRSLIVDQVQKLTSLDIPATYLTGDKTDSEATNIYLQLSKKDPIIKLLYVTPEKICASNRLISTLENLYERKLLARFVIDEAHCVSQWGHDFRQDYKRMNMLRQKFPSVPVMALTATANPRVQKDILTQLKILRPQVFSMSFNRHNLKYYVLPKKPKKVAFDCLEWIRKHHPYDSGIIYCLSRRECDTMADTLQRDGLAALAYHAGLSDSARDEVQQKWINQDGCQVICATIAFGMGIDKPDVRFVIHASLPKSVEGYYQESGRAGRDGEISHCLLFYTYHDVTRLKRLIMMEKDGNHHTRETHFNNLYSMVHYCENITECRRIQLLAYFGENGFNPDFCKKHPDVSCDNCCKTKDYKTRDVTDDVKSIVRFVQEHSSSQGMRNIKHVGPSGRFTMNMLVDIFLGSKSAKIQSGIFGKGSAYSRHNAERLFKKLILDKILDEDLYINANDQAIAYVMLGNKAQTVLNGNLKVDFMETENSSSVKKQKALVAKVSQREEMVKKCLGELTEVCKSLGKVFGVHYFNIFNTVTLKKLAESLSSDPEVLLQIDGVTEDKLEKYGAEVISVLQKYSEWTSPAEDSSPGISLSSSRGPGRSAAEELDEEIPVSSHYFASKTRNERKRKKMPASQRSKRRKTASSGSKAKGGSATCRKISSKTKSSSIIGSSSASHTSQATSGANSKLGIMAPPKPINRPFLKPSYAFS
* marks the source's active call; other numbers are inactive results; ? = inconclusive; . = not tested or not shown; & = joins results of further samples; [ ] = dose if it differs, or a comment. The call rests on the fitted dose curve; in most records, active means well fitted curve in the direction sought with a large enough effect; inconclusive means small, poorly fitted or top-dose-only effect, or another doubt; inactive means no such curve, though single readings can be large; an effect the other way counts as inactive or inconclusive. Potency means the concentration at half of the fitted maximal effect. Some of the compounds tested. The share of hits here may be higher or lower than overall.

Anesthetic bind	G9a inh	POLB inh	Pol iota inh	POLH inh	BAZ2B inh	Pol kappa inh	APEX1 inh	SMILES	BLM inh
-0.3%	?	-13.4%	62.9%[activator]	2.4%	-10.5%	-14.4%	19.0%	COc1ccc(OC)c(S(=O)(=O)n2c([N+](=O)[O-])cnc2C)c1	2.3%
-0.2%	2.3%[59 µM]	31.6%	17.9%	2.9%	?	-4.8%	-3.0%	Cc1cc(NC(=O)CSc2nnc(-c3ccco3)o2)no1	2.0%
?	-3.8%	9.4%	47.9%[activator]	-19.5%	5.8%	-1.6%	13.2%	O=C1c2ccccc2C(=O)N1CC(O)COc1ccc(Br)cc1 (stereo unspecified)	-5.1%
2.3%	28.0%	-0.7%	41.2%[activator]	-7.7%	-4.0%[57.1 µM]	6.1%	40.1%	CCn1c(=S)sc2c(=O)n(CC(=O)Nc3ccc(OC)cc3)c(C)nc21	0.3%
-6.6%	4.7%[59 µM]	19.5%	.	.	11.6%	.	1.5%	CC(C)C(=O)c1cc2c(cc1NC(=O)Nc1cccc3ccccc13)OCCO2	-18.8%
-15.7%	7.2%	2.1%	51.4%[activator]	8.7%	-5.0%	-16.7%	3.7%	O=C(Cn1cnc2sc(-c3ccccc3)cc2c1=O)NCCc1ccccc1	-2.5%
-5.8%	10.3%	84.5%	-23.2%	-11.5%	-13.0%	-10.6%	38.0%	O=C(COc1ccc2ccccc2c1)Nc1ccccc1C(=O)O	-0.8%
-5.2%	-21.0%	-1.1%	-18.3%	-10.6%	?	-18.8%	-1.1%	O=S(=O)(c1cccc(NC(=S)N2CCN(c3ccc(F)cc3)CC2)c1)C(F)F	-9.4%
-20.3%	-22.8%	1.6%	87.6%[activator]	-14.1%	-30.3%	-3.7%	3.6%	CC(=O)c1cccc(NC(=S)N2c3ccccc3CC2C)c1 (stereo unspecified)	-3.5%
-22.8%	?	2.9%	79.8%[activator]	-18.0%	14.7%	-0.1%	-2.5%	CCOc1ccc(NC(=O)CCCn2c(=S)[nH]c3ccsc3c2=O)cc1	-2.7%
-9.2%	-16.5%[59 µM]	0.4%	189.7%[activator]	-13.3%	-8.2%	-13.7%	-1.3%	O=C(Nc1ccccc1)N1CCc2scc[n+]2-c2ccccc21	0.1%
-2.2%	-10.1%[59 µM]	-7.3%	5.4%	-15.9%	-1.7%	-12.4%	-0.6%	CCOC(=O)c1ccc(NC(=O)CN2CCN(c3ccccc3)CC2)cc1	-1.0%
-2.4%	7.6%	18.4%	16.9%	-8.8%	-9.8%	-3.9%	25.8%	CC(=O)NCCc1nc2cc(NC(=O)COc3cccc(C)c3)ccc2n1C	-2.8%
.	.	.	69.7%[activator]	-16.0%	.	1.7%	-5.6%	COc1ccc2c(c1)c1c(n2C)[C@@H]2CC=C(CO)[C@@H](C1)N2C	.
1.7%	21.1%	1.9%	6.7%	-18.6%	-5.5%	-7.6%	9.1%	COc1ccc(CCn2c(=N)c(S(=O)(=O)c3ccccc3)cc3c(=O)n4ccccc4nc32)cc1	2.5%
-11.7%	-10.3%	34.2%	5.7%	-4.5%	-6.1%	-6.3%	27.1%	O=C(Cc1coc2ccc3ccccc3c12)NCc1ccccc1	-3.0%
-10.9%	-39.4%[59 µM]	1.4%	9.9%	0.7%	-16.7%	-6.2%	44.0%	Cc1cc(C)c(S(=O)(=O)NCc2ccccn2)cc1C	-2.9%
12.6%	20.2%	-12.2%	11.4%	-14.2%	-31.7%	-5.4%	-7.7%	O=C(CN1CCN(S(=O)(=O)c2ccc(Cl)cc2)CC1)Nc1ccc2c(c1)CCC2	-7.7%
-2.5%	3.6%[59 µM]	21.9%	19.1%	.	-0.5%	-0.9%	.	Cc1c(-c2nc(-c3ccc4c(c3)OCO4)no2)nnn1-c1cccc(C(F)(F)F)c1	-2.9%
-6.7%	26.6%	84.4%	7.6%	-12.3%	0.2%[57.1 µM]	-1.4%	-1.6%	COc1cccc(CNC(=O)CCS(=O)(=O)c2cccs2)c1	-0.5%
-1.5%	.	17.2%	-3.6%	-23.9%	2.9%	-3.0%	4.2%	COc1cc(C(=O)Nc2ccc(C)cc2)c(-n2cnnn2)cc1OC	2.8%
-4.2%&-10.8%	-22.9%	36.3%&-0.5%	12.7%&3.2%	0.6%&-6.0%	-0.2%&-35.4%	0.3%&-18.4%	5.3%	CCOCCCNC(=O)C(Cc1ccccc1)NS(=O)(=O)c1ccc2c(c1)c(=O)n(C)c(=O)n2C (stereo unspecified)	-9.8%&-1.2%
-19.7%	0.2%[59 µM]	-2.3%	23.6%	-24.4%	-19.3%	-0.1%	-5.2%	CCOc1ccccc1N1CCN(c2nc3ccccc3nc2C(C#N)C(=O)OC(C)C)CC1 (stereo unspecified)	0.7%
-10.5%	31.6µM*	17.4%	32.8%[activator]	-7.5%	-0.9%	-1.4%	3.4%	CCOC(=O)N1CCN(CC(=O)c2ccc3c(c2)CCN3C(C)=O)CC1	-3.2%

5 records picked at random from those above:
Anesthetic bind	G9a inh	POLB inh	Pol iota inh	POLH inh	BAZ2B inh	Pol kappa inh	APEX1 inh	SMILES	BLM inh
-15.7%	7.2%	2.1%	51.4%[activator]	8.7%	-5.0%	-16.7%	3.7%	O=C(Cn1cnc2sc(-c3ccccc3)cc2c1=O)NCCc1ccccc1	-2.5%
-10.5%	31.6µM*	17.4%	32.8%[activator]	-7.5%	-0.9%	-1.4%	3.4%	CCOC(=O)N1CCN(CC(=O)c2ccc3c(c2)CCN3C(C)=O)CC1	-3.2%
-2.5%	3.6%[59 µM]	21.9%	19.1%	.	-0.5%	-0.9%	.	Cc1c(-c2nc(-c3ccc4c(c3)OCO4)no2)nnn1-c1cccc(C(F)(F)F)c1	-2.9%
-1.5%	.	17.2%	-3.6%	-23.9%	2.9%	-3.0%	4.2%	COc1cc(C(=O)Nc2ccc(C)cc2)c(-n2cnnn2)cc1OC	2.8%
-22.8%	?	2.9%	79.8%[activator]	-18.0%	14.7%	-0.1%	-2.5%	CCOc1ccc(NC(=O)CCCn2c(=S)[nH]c3ccsc3c2=O)cc1	-2.7%

(next part)
Anesthetic bind	G9a inh	POLB inh	Pol iota inh	POLH inh	BAZ2B inh	Pol kappa inh	APEX1 inh	SMILES	BLM inh
2.7%	.	-17.0%	12.4%	-0.8%	-22.6%	-10.6%	-0.9%	CC1(C)C(=O)OC(/C=C/c2cccc([N+](=O)[O-])c2)C(C)(C)C1=O (stereo unspecified)	-1.4%
-9.8%	.	16.8%	23.6%	-7.0%	?	-6.5%	0.6%	Cc1ccc2nc(SCC(=O)N3CCN(c4ccccc4)CC3)[nH]c2c1	-4.1%
12.8%	2.2%[59 µM]	13.8%	63.4%[activator]	7.8%	-5.6%	-18.5%	24.9%	N#Cc1cc2ccccc2nc1N	-13.6%
-6.0%	-1.0%[59 µM]	11.2%	277.5%[activator]	-23.6%	-21.2%	-14.1%	-0.6%	O=C(Nc1ccccc1N1CCCCC1)c1ccc(-c2cccc(Cl)c2)o1	-15.6%
-8.1%	?	8.7%	59.5%[activator]	-5.1%	29.5%	-2.0%	-0.8%	COc1cc(CN2CCNC(=O)C2CC(=O)NCCc2ncccc2C)cc(OC)c1 (stereo unspecified)	1.4%
-7.6%	-8.3%[59 µM]	25.1%	1.5%	-7.8%	8.0%	2.7%	-11.6%	COc1cc(-c2nnc(-c3ccccc3)o2)cc(OC)c1OC	6.2%
-10.6%	-22.2%	23.8%	2.2%[58.9 µM]	-11.9%	1.7%	-4.2%	12.9%	O=C(c1cccs1)N(Cc1ccco1)C1CCS(=O)(=O)C1 (stereo unspecified)	-3.9%
-0.4%	16.0%	41.0%	37.2%[activator]	-20.9%	4.0%	-3.5%	-4.4%	Cc1onc(-c2ccccc2Cl)c1C(=O)NNC(=O)c1ccccc1F	-2.3%
6.2%	?	17.4%	31.7%[activator]	-17.9%	-0.1%	8.8%	66.3%[activator]	Cc1cc(C)c(S(=O)(=O)NCc2cccnc2)c(C)c1	-0.6%
-3.6%	4.5%	?	-4.0%	-4.7%	-3.4%	-0.4%	11.9%	Cc1ccc(-c2csc3ncn(CC(=O)O)c(=O)c23)cc1C	-0.8%
?	?	7.7%	5.8%	-18.2%	-25.1%	-8.9%	6.8%	CCc1ccc2[nH]c(=O)c(CN(CCN3CCCC3)C(=O)NC3CCCCC3)cc2c1	1.4%
-20.8%	-17.8%	-2.8%[57.1 µM]	4.6%	-26.6%	-0.3%	-5.9%	-1.9%	COc1ccc(C(=O)NC(=S)N(CCC(C)C)c2c(N)n(Cc3ccccc3)c(=O)[nH]c2=O)cc1	-1.2%
?	2.3%[59 µM]	-0.1%	42.8%[activator]	-10.5%	.	2.1%	.	CC(=O)N1CCc2cc(S(=O)(=O)NC(CC(C)C)C(=O)Nc3cc(C)cc(C)c3)ccc21 (stereo unspecified)	1.3%
2.5%	0.3%	-1.8%	146.0%[activator]	2.8%	?	-16.0%	8.3%	CCCCN1C(C(=O)Nc2cc(C)on2)=C(O)c2ccccc2S1(=O)=O	-3.3%
-3.0%	24.0%	40.2%	30.5%[activator]	-2.3%	-2.9%	2.9%	3.0%	CCN(CC)C(=O)CSc1nnc(-c2ccc(S(=O)(=O)N3CCOCC3)cc2)n1C	-2.5%
101.2%[activator]	?	0.2%	7.2%	-16.4%	?	1.9%	8.8%	COc1ccc(NC(=S)N/N=C2\CC(C)(C)Oc3ccc(OC)cc32)cc1	3.2%
-10.4%	-0.2%	32.2%	-25.1%	-7.6%	-15.1%	-3.2%	27.5%	c1ccc(CNc2ncnc3sccc23)cc1	0.6%

Screens (PubChem)
